Tau fibril ThT: tau fibrillization inhibition (ThT binding); 270,000 compounds, 2.1% hits; P10636; AID 1460; recombinant tau K18 P301L (four-repeat tau fragment), heparin-induced fibrillization, ThT fluorescence; Potency, µM (series often up to 57.4 µM), inactives show at the top dose activity, negative = inhibition, most hits filed as inhibitors; active means well fitted inhibition curve with a large enough effect; inconclusive means small, poorly fitted or top-dose-only effect; further: nearly all actives have a fitted effect of over 55% in size
Target sequence (P10636 561-689 P618L limits assumed): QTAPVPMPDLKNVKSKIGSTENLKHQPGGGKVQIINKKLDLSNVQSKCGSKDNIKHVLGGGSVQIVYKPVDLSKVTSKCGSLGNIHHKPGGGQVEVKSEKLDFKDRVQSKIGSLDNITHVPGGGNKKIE
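Heparin-induced (20 uM) aggregation of recombinant human K18 P301L tau, 15 uM unlabeled with 0.24 uM labeled, pH 7 acetate buffer, 6 hr at 37 C with compound. Fibrils quantified by 30 uM ThT fluorescence after 1 hr ambient incubation.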
Lamin A splicing: changes lamin A minigene splicing in HeLa cells | HeLa LMNA splicing GFP/RFP minigene ratio, 48 h | Potency, µM (series often up to 46.1 µM), without a hit: top-dose ratio change, negative = inhibition, hits mostly inhibitors | 200,000 compounds, 0.01% hits | AID 1487; active means well fitted inhibition curve with a large enough effect in the signal ratio, with a control signal flat, not every such curve was filed as active; inconclusive means small, poorly fitted or top-dose-only effect, or effect the other way, or a change in a side signal; the % refers to the signal ratio
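S3 HeLa cells stably expressing lamin A-EGFP splicing minigene plus DsRed2, 600 cells/well, 48 h compound exposure at 37C. Laser-scanning cytometry; analysed as GFP (500-530 nm)/RFP (575-640 nm) total intensity ratio; 0.5% DMSO vehicle.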
* = called active by the depositor; ? = inconclusive; [ ] = dose if it differs, or a comment. On the % scale 0 is the no-effect control and ±100 the full control effect; potency means the concentration at half of the fitted maximal effect.

SMILES	Tau fibril ThT	Lamin A splicing
Cc1ccc(C)c(N2CCN(C(=O)CCc3c(C)nn(-c4ccc(N5CCCC5)nn4)c3C)CC2)c1	-15.7%	?
CCOc1ccc(-c2c(C)nn3c(-c4ccccc4)c(C(=O)NCCOC)cnc23)cc1OCC	?	3.8%[46 µM]
Cc1cccc(NC(=O)C(=O)NCC(c2ccc3c(c2)OCO3)N2CCN(C)CC2)c1C (stereo not drawn)	1.1%	?
CCCc1nn2c(=O)cc(COC(=O)c3ccccc3NC(=O)c3cccs3)nc2s1	4.5%	-13.0%[46 µM]
Cc1ccc(NC(=O)c2cc(S(=O)(=O)N3CCC(C)CC3)cn2C)cc1Cl	6.6%	-4.4%[46 µM]
COc1ccc(-c2c(C)c3ccc(O)c(CN4CCCCC4C)c3oc2=O)cc1OC (stereo not drawn)	-0.1%	-5.5%[46 µM]
CC(=O)Nc1ccc(NC(=O)CN2C(=O)CN(C)C(=O)c3ccccc32)cc1	3.2%	2.3%[46 µM]
Cc1cc(C)c(NC(=O)CN2C(=O)C3(SCC(=O)N3c3ccc(F)cc3)c3ccccc32)c(C)c1 (stereo not drawn)	-1.1%	14.6%[46 µM]
Cc1ccc(CNC(=O)c2nn(C)c3c2CSc2ccc(C)cc2-3)cc1	?	-13.3%[46 µM]
CCS(=O)(=O)c1ncc(N(Cc2cccc(F)c2)Cc2ccco2)c(C(=O)Nc2ccccc2Cl)n1	6.4%	28.2%[46 µM]
Cn1c(SCC(=O)Nc2nc3ccccc3s2)ncc(C(=O)Nc2ccc(F)cc2)c1=O	?	3.4%[46 µM]
COc1ccc(-n2ncc(C(=O)N3CCN(C4CCCCC4)CC3)c2C2CCN(C(=O)OC(C)(C)C)CC2)cc1	-4.0%	-14.0%[46 µM]
Cc1cc(Nc2cccc(Cl)c2)nc2ccc(NC(=O)Cc3cccc(C(F)(F)F)c3)cc12	?	?
CCCSc1nc2c(c(=O)[nH]1)C(c1ccc(F)cc1F)CC(=O)N2 (stereo not drawn)	1.7%	10.0%[46 µM]
Cc1csc2nc(CCNS(=O)(=O)c3ccccc3)cn12	-7.3%	8.0%[46 µM]
COc1ccc(NC(=O)N(Cc2nnc3n2CCCCC3)c2ccc(OC)c(Cl)c2)cc1	-5.9%	8.4%[46 µM]
CC1CCN(c2ccc(-c3cccc(NS(=O)(=O)c4cccs4)c3)nn2)CC1	-4.3%	?
CCc1c(C)sc2c1CCN(Cc1ccccc1)C2c1ccccc1 (stereo not drawn)	-13.3%	?
COc1ccc(-c2cc3c(=O)n(CC(=O)Nc4cc(C)ccc4C)ccn3n2)cc1	-9.3%	11.6%[46 µM]
COc1cccc(CNC(=O)C2CCCN(S(=O)(=O)c3ccc4c(ccn4C)c3)C2)c1OC (stereo not drawn)	-3.0%	8.3%[46 µM]
COc1ccc(C(=O)NCc2ccc3c(c2)CCN3C(C)=O)c(OC)c1	?	9.3%[46 µM]
Cc1cccc(NC(=O)CCNS(=O)(=O)c2ccc3c(c2)CCCC(=O)N3)c1C	1.8%	-15.7%[46 µM]
CCOC(=O)c1ccccc1NC(=O)N(Cc1ccco1)C1CCN(C(C)=O)CC1	-1.8%	-0.3%[46 µM]
CCOC(=O)c1c(C)[nH]c(C)c1S(=O)(=O)N1CCC(C(=O)NCc2ccc(OC)cc2)CC1	5.8%	-9.5%[46 µM]
CCCc1cnc2c(c1SCC(=O)Nc1c(C)cc(C)cc1C)c(=O)n(C)c(=O)n2C	-1.3%	?
The listing continues.
SMILES	Tau fibril ThT	Lamin A splicing
Cc1nnc(NC(=O)CSCc2cc(=O)c3cc(Cl)ccc3[nH]2)s1	-8.8%	7.5%[46 µM]
COc1ccc(NC(=O)c2cc3cc(C)ccc3[nH]2)cc1	-14.5%	?
COc1ccc(OC)c(CCNC(=O)CCn2c(=O)c3cccn3c3ccc(F)cc32)c1	-10.8%	21.9%[46 µM]
CCCN1CCc2nc(N3CCN(C)CC3)ncc2C1	-14.5%	-5.9%[46 µM]
CC1CCN(S(=O)(=O)c2cc(C(=O)NCc3ccc(F)cc3)n(C)c2)CC1	-2.2%	-1.5%[46 µM]
Cc1cc(C)cc(NC(=O)Cn2cc(S(=O)(=O)NC(C)(C)C)c(S(=O)(=O)NC(C)(C)C)c2)c1	-2.4%	?
Cc1cc(=O)[nH]c2nnc(SCC(N)=O)n12	0.1%	6.9%[46 µM]
COc1ccc(OC)c(CNC(=O)c2ccc(NC(=O)c3nsc4ccccc34)cc2)c1	3.2%	?
CCN1CCN(C(c2ccccc2)c2sc3nc(-c4ccco4)nn3c2O)CC1 (stereo not drawn)	-8.2%	0.4%[46 µM]
Cc1cc(C)c(S(=O)(=O)NCC(c2ccc(N(C)C)cc2)N2CCc3ccccc32)c(C)c1 (stereo not drawn)	?	?
COCCCNC(=O)c1cc2n(n1)CCCN(Cc1ccc(C)cc1)C2=O	-5.7%	8.6%[46 µM]
CCC(=O)C1=C(c2ccc(F)cc2)N(C(=O)CC)n2c(nnc2C2CCCCC2)S1	?	-13.4%[46 µM]
Cc1ccc(CNC(=O)c2ccc(NC(=O)c3nsc4ccccc34)cc2)cc1	8.1%	2.3%[46 µM]
CCOc1ccc(-c2nc(CNC(=O)Nc3ccccc3)c(C)o2)cc1	?	19.9%[46 µM]
Cc1cccc(-n2cnc3cc(C(=O)NCc4ccccc4Cl)ccc32)c1	-9.4%	7.7%[46 µM]
COC(=O)c1ccc(NC(=O)C2CCN(c3ncnc4c3nc3n4CCCCC3)CC2)cc1	3.1%	?
Cc1ccc2onc(CC(=O)Nc3cc(F)ccc3F)c2c1	-6.4%	19.0%[46 µM]
O=C(CCCN1C(=O)c2cccnc2Oc2ccc(Cl)cc21)NCc1ccc(F)cc1	-1.6%	7.7%[46 µM]
Cc1ccc(-n2nc(C(=O)NCCN(C)C)c(=O)n(C)c2=O)cc1	-0.7%	8.3%[46 µM]
CC1CCN(c2cc3c(cc2F)c(=O)c(S(=O)(=O)c2ccc(Cl)cc2)cn3C)CC1	-9.8%	17.2%[46 µM]
N#Cc1ccccc1NC(=O)C(=O)NCC(c1ccc2c(c1)OCO2)N1CCN(c2ccccc2)CC1 (stereo not drawn)	-1.9%	?
COc1ccc(C(=O)Nc2cccc(-c3cn4ccsc4n3)c2)cc1OC	-4.2%	-26.8%[46 µM]
Cc1ccc(NS(=O)(=O)c2ccc3c(c2)NC(=O)CCS3)cc1F	10.3%	-10.0%[46 µM]
COc1ccccc1Nc1nn2c(=O)c3ccc(C(=O)NCc4cccs4)cc3nc2s1	9.2%	?
Cc1ccc(NC(=O)CSc2ncnc3c2sc2ccccc23)cc1C	4.2%	-5.9%[46 µM]

Sorted by heavy-atom count (low to high): some entries from above.
SMILES	Tau fibril ThT	Lamin A splicing
Cc1ccc(NS(=O)(=O)c2ccc3c(c2)NC(=O)CCS3)cc1F	10.3%	-10.0%[46 µM]
Cc1ccc(NC(=O)CSc2ncnc3c2sc2ccccc23)cc1C	4.2%	-5.9%[46 µM]
CC1CCN(S(=O)(=O)c2cc(C(=O)NCc3ccc(F)cc3)n(C)c2)CC1	-2.2%	-1.5%[46 µM]
Cc1ccc(CNC(=O)c2ccc(NC(=O)c3nsc4ccccc34)cc2)cc1	8.1%	2.3%[46 µM]

Going on with the list.
SMILES	Tau fibril ThT	Lamin A splicing
COc1ccc(Nc2ncnc3scc(-c4ccc(F)cc4)c23)cc1	-7.1%	-25.6%[46 µM]
Cc1ccc(CCNC(=O)c2sc3nc4n(c(=O)c3c2C)CCCC4)cc1	-1.4%	-0.9%[46 µM]
CCOC(=O)c1c(NC(=O)c2ccc(Br)cc2)sc2c1CCCC2	?	-5.6%[46 µM]
COc1ccc(NC(=O)Cn2c(=O)c3cccn3c3ccccc32)cc1Cl	-15.9%	?
COc1cc(CN(C(=O)Nc2ccccc2)c2ccccn2)cc(OC)c1OC	-2.2%	-16.2%[46 µM]
CCOc1ccccc1N(CC)C(=O)c1cc2ccc3cccnc3c2[nH]1	?	?
CCOC(=O)c1c(-c2ccc(C)cc2)csc1NC(=O)c1cc(-c2ccc(OC)cc2)on1	-0.8%	7.3%[46 µM]
COc1ccc(OC)c(NC(=O)c2cc(C3CC3)nc3c2c(C)nn3-c2ccc(C)cc2)c1	-13.2%	6.7%[46 µM]
CC(=O)N1c2ccc(S(=O)(=O)N3CCCCCC3)cc2CC1C(=O)NCc1ccccc1F (stereo not drawn)	12.4%	?
O=C(Cc1ccc(F)cc1)NCc1ccc2c(c1)CCN2C(=O)c1ccc(F)cc1	12.9%	?
COc1ccc(C2C(=O)N(C3CCCCCC3)CC(=O)N2Cc2ccccc2)cc1 (stereo not drawn)	-6.8%	5.2%[46 µM]
Cc1cn2c(=O)cc(COC(=O)c3ccc(NC(=O)COc4ccccc4C)cc3)nc2s1	-6.8%	17.5%[46 µM]
COc1ccc(OC)c(NC(=O)N2CCC(N3CCN(Cc4ccc(F)cc4)C(=O)C3=O)CC2)c1	2.6%	-15.3%[46 µM]
Cc1ccc(C)c(Cn2c(SCC(=O)NCc3ccccc3)nc3ccccc32)c1	-9.7%	-14.4%[46 µM]
Cc1cc(F)ccc1S(=O)(=O)NCC(c1ccco1)S(=O)(=O)c1cccs1 (stereo not drawn)	-12.8%	-24.7%[46 µM]
COc1ccc(Br)cc1CNC(=O)Cn1c(=O)c2cccn2c2ccc(F)cc21	-7.2%	3.3%[46 µM]
COc1ccc(CNC(=O)Cn2nc3c(cc2=O)CCCC3)cc1	-2.8%	-4.0%[46 µM]
COc1cccc(C(=O)NCC(c2ccc(N(C)C)cc2)N2CCc3ccccc32)c1 (stereo not drawn)	?	?
CCc1ccc(-c2[nH]nc3nc(-c4ccc(OC)cc4)cc(C(=O)NCCCOC)c23)cc1	-11.8%	?
Cc1cccc(N2CCN(C(=O)c3cc4ccc5cccnc5c4[nH]3)CC2C)c1 (stereo not drawn)	?	?
CCOc1cc(C(=O)NCC(c2ccc(N(C)C)cc2)N2CCOCC2)cc(OCC)c1OCC (stereo not drawn)	-12.7%	?
Cc1csc2nc(COC(=O)c3ccccc3NC(=O)c3ccccc3Cl)cc(=O)n12	3.3%	?
CCOc1ccccc1CNc1ncnc2c1nc1n2CCCC1	-1.8%	?
CCOc1ccccc1NC(=O)C(=O)NCC(c1cccnc1)N1CCN(c2ccccc2)CC1 (stereo not drawn)	-16.9%	1.4%[46 µM]
CCN(CC)CCN(C(=O)c1ccco1)c1nc2ccc(Br)cc2s1	8.3%	8.0%[46 µM]
New compounds follow.
SMILES	Tau fibril ThT	Lamin A splicing
Cc1ccc(CNC(=O)CN2C(=O)CCn3nc(-c4ccccc4)cc32)cc1	3.2%	?
Cc1ccc(NC(=O)N2CCN(c3cc(-c4noc(C)n4)ccc3C)CC2)c(C)c1	6.2%	-0.4%[46 µM]
Cc1cccc(N2CCN(c3cc(C)nc4c(-c5ccc(Cl)cc5)c(C)nn34)CC2C)c1 (stereo not drawn)	-10.9%	7.5%[46 µM]
COc1ccc(C(=O)NCC(=O)OCc2cc(=O)n3nc(C4CCCCC4)sc3n2)cc1	?	?
COc1ccc(-n2c(SCC(=O)N3CCC(C)CC3)nc3c([nH]c4ccccc43)c2=O)cc1	4.3%	-1.6%[46 µM]
Fc1cccc(CSc2nc(NCCc3ccccc3)c3ccccc3n2)c1	?	?
O=c1cc(-c2ccccc2)n2c(SCc3c(F)cccc3Cl)nnc2[nH]1	-8.8%	-5.1%[46 µM]
CCCn1c2ccccc2c2cnn(CC(=O)NCCCN(CC)c3ccccc3)c(=O)c21	?	-24.3%[46 µM]
O=C(CCC1N=C2c3ccccc3N=C(SCC(=O)NCCc3ccccc3)N2C1=O)NCc1ccc(F)cc1 (stereo not drawn)	-10.4%	?
COc1ccc(C2=NN(CC(=O)NCCc3ccc(OC)c(OC)c3)C(=O)CC2)cc1	-1.2%	-2.2%[46 µM]
CC(=O)Nc1nonc1-c1nnc(SCC(=O)Nc2ccc(C)cc2)n1-c1ccccc1	-8.0%	1.6%[46 µM]
Cc1ccc(NC(=O)NCc2ccc3c(c2)CCN3C(=O)c2ccccc2)c(Cl)c1	-14.9%	?
Cc1cc(F)ccc1NC(=O)C1CCN(S(=O)(=O)c2ccc3c(c2)CCCC(=O)N3)CC1	4.2%	-3.0%[46 µM]
CCCC(=O)N(c1ccc2oc(C)c(C(C)=O)c2c1)S(=O)(=O)c1ccc(C)cc1	-6.4%	10.4%[46 µM]
Cc1cc(SCC(=O)NCc2ccccc2)nc(=O)[nH]1	-2.4%	?
O=C(COc1ccc(Cl)cc1)Nc1ccccc1OCc1cc(=O)n2ccccc2n1	-6.1%	6.6%[46 µM]
O=C(CCSCc1ccccc1F)N1CCN(c2ccc(F)cc2)CC1	?	-15.7%[46 µM]
Cc1ccc(C)c(N2CCN(CCCNC(=O)c3ccc4nc(C(C)C)oc4c3)CC2)c1	-0.4%	2.9%[46 µM]
O=C(CSCc1ccccc1Cl)N1CCN(c2ccc(F)cc2)CC1	?	-8.5%[46 µM]
CCOC(=O)CSc1nc2ccc(NC(=O)c3ccc(Cl)cc3)cc2s1	-13.9%	?
CCOC(=O)c1c(C)oc2ncnc(Nc3ccc(OC)c(OC)c3)c12	-9.6%	12.7%[46 µM]

From PubChem

This is a subset; the hit share may differ from the screen's.
